Compound activity (PubChem)
Dynein transport: inhibitors of GR-EGFP nuclear translocation, primary screen, dynein cargo transport inhibitor project, imaging, high-content, 3617.4 mouse cells. z-score, hits read low. 0.47% of 220,000 active. AID 1381, 2008. test concentration mostly 20 µM; stimulated with dexamethasone, 1 µM; stronger effect = lower value;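 active means plate z-score of nuclear minus cytoplasmic receptor signal below a set negative limit, without overly bright fluorescence or cell loss, cut at about -3.5 in these data, passing the limit was not always enough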;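 further: z-score of nuclear minus cytoplasmic ring GR-EGFP intensity difference per well; some compounds called inactive have numbers as strong as hits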
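Medium: Induction medium lacking tetracycline, stripped serum | Probe or stimulus: 1.0 µM final dexamethasone stimulus | Schedule: 48 h induction, then 1 h compound, then 30 min agonist, 37 °C | Signal: Automated 10x imaging of fixed Hoechst-stained cells | Evaluation: Per-cell GR-EGFP intensity, nucleus versus surrounding cytoplasmic ring, well-averaged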
TNAP activators: human TNAP enzyme activators, primary screen, biochemical, luminescent, no phosphate acceptor, uHTS (AID 1001); purified TNAP, luminescent activation assay, no phosphate acceptor; higher activation fold means a stronger effect; activation fold at 20 µM, or EC50 in µM where a hit was titrated; 0.03% of 200,000 active; in the data active means activation fold from about 3, or a potency from the dose series; inactive means the rest, 99 in 100 with activation fold below about 1.6; further: many of its hits are not listed in these tables
b-catenin transl: modulators of beta-catenin nuclear translocation, primary screen, imaging, HeLa cells, immunofluorescence, high-content; 0.3% of 190,000 active; nuclear translocation activity, % at 5 µM;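 active means nuclear translocation activity above 50% at 5 µM, with a well cell count of 50 or more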;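 further: per-cell ratio of nuclear to cytoplasmic median beta-catenin stain intensity; plate controls were DMSO negative control for no effect and GSK-3 inhibitor IX positive control for full effect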
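Signal – beta-catenin immunofluorescence imaging with DAPI · Test system – human HeLa cell line · Dosing – 5 µM primary single dose, 0.1% DMSO, 0.02–20 µM confirmation series · Measure – % activation, nuclear-to-cytoplasmic median beta-catenin signal ratio per cell · Incubation – 24 h compound exposure at 37°C, 5% CO2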
MT stabilize HCS: microtubule stabilizers in HeLa cells, primary screen, imaging, high-content imaging; HeLa tubulin immunostaining HCS, 24 h; share of cells brighter than vehicle mean+2SD; % tubulin-high responders, % at 10 µM; 0.83% of 200,000 active;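 active means plate Z-score above 3 for both tubulin-high and condensed-nucleus cell shares, with cell loss under 80%, at 10 µM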;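 further: anti alpha tubulin signal scored within the nucleus-defined area of each cell; some results filed as inactive read as strong as hits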
Ins promoter up: insulin promoter activators in MIN6 cells, imaging, high-content screening, mouse beta cells | MIN6 insulin promoter-GFP reporter; stronger effect = higher value | z-score at 5 µM | 0.3% of 190,000 active | AID 1625, 2009;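 active means z-score above 3 at 5 µM with at least 500 cells counted in the well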
PMI inhibitors: inhibitors of human PMI, primary screen, biochemical, fluorescence intensity, coupled assay (AID 1209) | 0.42% of 190,000 active | purified PMI enzyme, coupled fluorescence intensity; higher % means a stronger effect | one-dose inhibition, % at 20 µM; IC50 in µM for titrated hits; in the data active means inhibition above about 50%;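 further: plate controls were DMSO vehicle for no effect and wells lacking substrate for full effect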
Hep lipid drop: inhibitors of hepatocyte lipid droplet formation, primary screen, imaging, high-throughput imaging, BODIPY stain | AML12 mouse hepatocytes, oleate lipid droplets | inhibition, % at 6.5 µM | 0.4% of 240,000 active | AID 1656, 2009;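 active means lipid droplet intensity inhibited by at least 50%, with more than 500 cells counted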
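Assay system: AML12 mouse liver cells | Compound: 6.5 µM single-point dosing | Schedule: Overnight exposure | Technique: Fluorescence imaging, 20x objective, two fields per well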
T cell modulator: modulators of CD8 T cell-vesicle binding, primary screen, mouse 2C CD8+ T cells, flow cytometry | 0.068% of 330,000 active | calls only at 7 µM | 2C CD8+ T cell-vesicle binding; stronger effect = lower value;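 active means response, share of CD8 T cells binding vesicles, and their 90th percentile fluorescence all below set limits, cut at about 80% in these data, passing the limit was not always enough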
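Incubation: binding step 1.5 h, 37 °C, antibody labelling 20 min, ice; system: murine 2C transgenic CD8+ T lymphocytes; technique: cytometric PE anti-B7-1 and Alexa647 anti-CD8 signals after 1% paraformaldehyde fixation; also added: QL9-charged Drosophila Ld/ICAM-1/B7-1 vesicles; control set: naked versus QL9-loaded vesicles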
Myeloid diff 2: induction of myeloid progenitor differentiation, primary screen, cell-based, flow cytometry, MLPCN library; ER-HoxA9 myeloid progenitors, lysozyme-GFP differentiation; calls only at 10 µM; 1% of 360,000 active;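 active means normalized GFP-positive differentiation at or above the plate's own cutoff, the solvent-only control mean plus 3 SD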;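 further: cells exposed to compound for four days before flow analysis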
Dynein transport cytoplasmic EGFP: recorded beside Dynein transport, whose call it bears; z-score; measured here: cytoplasmic GR-EGFP intensity; stronger effect = higher value
Dynein transport nuclear GR-EGFP: also measured in Dynein transport; calls as there; z-score; measured here: nuclear GR-EGFP intensity;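 lower value marks the stronger effect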
Dynein transport cell count: further read-out of Dynein transport, marked with its call; z-score; measured here: cell count per field
Ins promoter up cell count: recorded beside Ins promoter up, whose call it bears; cell count; measured here: cytotoxicity, nuclei count;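 total cells summed across four imaged fields per well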
Hep lipid drop cells 6.5 µM: also measured in Hep lipid drop; calls as there; cell count; measured here: cell count, cytotoxicity flag;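 cells counted across two imaged fields per well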
b-catenin transl cell count 5 µM: further read-out of b-catenin transl, marked with its call; cell count; measured here: cell count, cytotoxicity flag
T cell modulator vesicle-bound %: also measured in T cell modulator; calls as there; double positive events, %; measured here: CD8+ vesicle-bound cell fraction;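 binding gate set so that unloaded-vesicle control wells show 10% double positive cells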
MT stabilize HCS Hoechst-high %: second read-out of MT stabilize HCS, no call of its own (marks repeat the call); % Hoechst-high responders; measured here: nuclear condensation Hoechst responders;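 share of cells brighter than vehicle mean plus two SD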
MT stabilize HCS cytotoxicity %: second read-out of MT stabilize HCS, no call of its own (marks repeat the call); toxicity, %; measured here: cytotoxicity by cell density;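 0% = mean cell density of plate MIN control wells and 100% = no cells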
Myeloid diff 2 GFP+ MAC1+ %: recorded beside Myeloid diff 2, whose call it bears; GFP+ MAC1+ double positive, %; measured here: differentiation confirmed by MAC1 staining
Numbers without * were called inactive.

Screening COc1ccc(-n2c(=O)c3ccccc3n(CC(=O)NC3CCCC3)c2=O)c(OC)c1 returned Dynein transport 1.1, TNAP activators 1.1, b-catenin transl 3.8, MT stabilize HCS 7.8, Ins promoter up 0.06, PMI inhibitors 4%, T cell modulator inactive, Myeloid diff 2 inactive, Dynein transport cytoplasmic EGFP -0.067, Dynein transport nuclear GR-EGFP 0.99, Dynein transport cell count -0.7, Ins promoter up cell count 1672, b-catenin transl cell count 5 µM 1396, T cell modulator vesicle-bound % 6, MT stabilize HCS Hoechst-high % 2.9, MT stabilize HCS cytotoxicity % 5.6 and Myeloid diff 2 GFP+ MAC1+ % 0.5.
Screening O=C(CCCCCn1c(=O)[nH]c2ccccc2c1=O)NCCCN1CCN(c2ccccc2F)CC1 returned Dynein transport -0.48, TNAP activators 1.1, MT stabilize HCS 2.8, Ins promoter up 0.5, PMI inhibitors 4%, Hep lipid drop 18, T cell modulator inactive, Myeloid diff 2 inactive, Dynein transport cytoplasmic EGFP -0.17, Dynein transport nuclear GR-EGFP 0.005, Dynein transport cell count 0.38, Ins promoter up cell count 838, Hep lipid drop cells 6.5 µM 722, T cell modulator vesicle-bound % 22, MT stabilize HCS Hoechst-high % 2.6, MT stabilize HCS cytotoxicity % 11 and Myeloid diff 2 GFP+ MAC1+ % 0.3.
For CN1C(=O)NC(c2ccc(O)cc2)C2=C1CN(c1ccccc1)C2=O (stereo not drawn) the results were Dynein transport 0.55, b-catenin transl -0.8, Hep lipid drop 2, T cell modulator inactive, Myeloid diff 2 inactive, Dynein transport cytoplasmic EGFP -0.28, Dynein transport nuclear GR-EGFP 0.84, Dynein transport cell count -0.39, Hep lipid drop cells 6.5 µM 782, b-catenin transl cell count 5 µM 1334, T cell modulator vesicle-bound % 52 and Myeloid diff 2 GFP+ MAC1+ % 0.1.
CCOc1ccc(N2C(=O)c3cccnc3C2Nc2ccc(OC)cc2)cc1 (stereo not drawn) was read as Dynein transport 0.54, TNAP activators 1.1, b-catenin transl 4.6, MT stabilize HCS 6.1, Ins promoter up 0.24, PMI inhibitors 17%, T cell modulator inactive, Myeloid diff 2 inactive, Dynein transport cytoplasmic EGFP -0.089, Dynein transport nuclear GR-EGFP 0.62, Dynein transport cell count -1, Ins promoter up cell count 1609, b-catenin transl cell count 5 µM 1417, T cell modulator vesicle-bound % 27, MT stabilize HCS Hoechst-high % 1.6, MT stabilize HCS cytotoxicity % 4.2 and Myeloid diff 2 GFP+ MAC1+ % 6.1.
Screening O=C(CSc1nnc(-c2ccccn2)n1Cc1ccco1)c1ccc(-c2ccccc2)cc1 returned Dynein transport -0.75, TNAP activators 1, b-catenin transl -1.5, MT stabilize HCS 3.0, Ins promoter up -0.44, PMI inhibitors -18%, T cell modulator inactive, Myeloid diff 2 inactive, Dynein transport cytoplasmic EGFP -0.17, Dynein transport nuclear GR-EGFP 0.033, Dynein transport cell count 0.7, Ins promoter up cell count 1040, b-catenin transl cell count 5 µM 1068, T cell modulator vesicle-bound % 40, MT stabilize HCS Hoechst-high % 3.9, MT stabilize HCS cytotoxicity % 7.8 and Myeloid diff 2 GFP+ MAC1+ % 1.1.
C/C(=N\NC(=O)C1(C)CC1(Br)Br)c1ccc(NC(=O)c2ccc(C)o2)cc1 (stereo not drawn) was read as Dynein transport -0.38, TNAP activators 1, b-catenin transl -1.6, MT stabilize HCS 3.3, Ins promoter up -1.1, PMI inhibitors -3%, Hep lipid drop -11, T cell modulator inactive, Myeloid diff 2 inactive, Dynein transport cytoplasmic EGFP -0.22, Dynein transport nuclear GR-EGFP -0.29, Dynein transport cell count 0.89, Ins promoter up cell count 1219, Hep lipid drop cells 6.5 µM 599, b-catenin transl cell count 5 µM 584, T cell modulator vesicle-bound % 7, MT stabilize HCS Hoechst-high % 3.5, MT stabilize HCS cytotoxicity % 6.3 and Myeloid diff 2 GFP+ MAC1+ % 0.2.
CCCCc1c(O)nc(SCC(=O)c2ccccc2)n(-c2ccccc2)c1=O was read as Dynein transport 1.6, b-catenin transl -0.5, Ins promoter up 0.93, Hep lipid drop -10, T cell modulator inactive, Myeloid diff 2 inactive, Dynein transport cytoplasmic EGFP -0.3, Dynein transport nuclear GR-EGFP 0.52, Dynein transport cell count -0.32, Ins promoter up cell count 1478, Hep lipid drop cells 6.5 µM 646, b-catenin transl cell count 5 µM 1343, T cell modulator vesicle-bound % 25 and Myeloid diff 2 GFP+ MAC1+ % 0.3.
O=c1c2cn[nH]c2nc(SCc2ccccc2F)n1-c1ccc(Br)cc1 was read as Dynein transport 0.12, TNAP activators 1.1, b-catenin transl -0.7, MT stabilize HCS 5.6, Ins promoter up -0.65, PMI inhibitors 5%, Hep lipid drop -36, T cell modulator inactive, Myeloid diff 2 inactive, Dynein transport cytoplasmic EGFP -0.22, Dynein transport nuclear GR-EGFP 0.69, Dynein transport cell count 0.45, Ins promoter up cell count 1084, Hep lipid drop cells 6.5 µM 733, b-catenin transl cell count 5 µM 520, T cell modulator vesicle-bound % 39, MT stabilize HCS Hoechst-high % 1.4, MT stabilize HCS cytotoxicity % 4.8 and Myeloid diff 2 GFP+ MAC1+ % 0.2.
`C/C(=C\C(=O)c1ccc(C)o1)Nc1ccc2c(c1)OCO2` gave Dynein transport -0.86, TNAP activators 1, b-catenin transl 2.4, MT stabilize HCS 1.7, Ins promoter up 0.6, PMI inhibitors 28%, T cell modulator inactive, Myeloid diff 2 inactive, Dynein transport cytoplasmic EGFP 0.23, Dynein transport nuclear GR-EGFP 0.071, Dynein transport cell count -1.1, Ins promoter up cell count 1203, b-catenin transl cell count 5 µM 1170, T cell modulator vesicle-bound % 26, MT stabilize HCS Hoechst-high % 1.3, MT stabilize HCS cytotoxicity % 3.7 and Myeloid diff 2 GFP+ MAC1+ % 0.5.
`O=C(COC(=O)CCc1ccccc1)NC(c1ccccc1)c1ccccc1` gave Dynein transport -0.18, TNAP activators 1.2, b-catenin transl 1.4, MT stabilize HCS 0.9, Ins promoter up 0.03, PMI inhibitors 14%, Hep lipid drop -5, T cell modulator inactive, Myeloid diff 2 inactive, Dynein transport cytoplasmic EGFP -0.21, Dynein transport nuclear GR-EGFP 0.31, Dynein transport cell count 0.062, Ins promoter up cell count 1310, Hep lipid drop cells 6.5 µM 619, b-catenin transl cell count 5 µM 972, T cell modulator vesicle-bound % 41, MT stabilize HCS Hoechst-high % 2.3, MT stabilize HCS cytotoxicity % 7.8 and Myeloid diff 2 GFP+ MAC1+ % 3.3.
`CC(C)(C)NC(=O)C(c1ccncc1)N(C(=O)Cn1nnc(-c2ccc(F)cc2)n1)c1cccc(F)c1` (stereo not drawn) gave Dynein transport 0.9, TNAP activators 1, b-catenin transl 0.1, MT stabilize HCS 2.5, Ins promoter up 0.19, PMI inhibitors 7%, Hep lipid drop 7, T cell modulator inactive, Myeloid diff 2 inactive, Dynein transport cytoplasmic EGFP -0.14, Dynein transport nuclear GR-EGFP 0.81, Dynein transport cell count -1.4, Ins promoter up cell count 1614, Hep lipid drop cells 6.5 µM 781, b-catenin transl cell count 5 µM 1580, T cell modulator vesicle-bound % 36, MT stabilize HCS Hoechst-high % 2.1, MT stabilize HCS cytotoxicity % 4.4 and Myeloid diff 2 GFP+ MAC1+ % 0.2.
CC(=O)NC(Cc1ccccc1)C(=O)OCC(=O)c1ccc(Cl)cc1 (stereo not drawn) was read as Dynein transport -0.52, TNAP activators 1.1, b-catenin transl -0.1, MT stabilize HCS 3.2, Ins promoter up -0.39, PMI inhibitors -2%, Hep lipid drop 3, T cell modulator inactive, Myeloid diff 2 inactive, Dynein transport cytoplasmic EGFP -0.33, Dynein transport nuclear GR-EGFP -0.7, Dynein transport cell count 0.71, Ins promoter up cell count 1348, Hep lipid drop cells 6.5 µM 682, b-catenin transl cell count 5 µM 530, T cell modulator vesicle-bound % 40, MT stabilize HCS Hoechst-high % 3.3, MT stabilize HCS cytotoxicity % 5.2 and Myeloid diff 2 GFP+ MAC1+ % 0.9.

Reprinted at random: 2 entries already listed.
CCCCc1c(O)nc(SCC(=O)c2ccccc2)n(-c2ccccc2)c1=O was read as Dynein transport 1.6, b-catenin transl -0.5, Ins promoter up 0.93, Hep lipid drop -10, T cell modulator inactive, Myeloid diff 2 inactive, Dynein transport cytoplasmic EGFP -0.3, Dynein transport nuclear GR-EGFP 0.52, Dynein transport cell count -0.32, Ins promoter up cell count 1478, Hep lipid drop cells 6.5 µM 646, b-catenin transl cell count 5 µM 1343, T cell modulator vesicle-bound % 25 and Myeloid diff 2 GFP+ MAC1+ % 0.3.
C/C(=N\NC(=O)C1(C)CC1(Br)Br)c1ccc(NC(=O)c2ccc(C)o2)cc1 (stereo not drawn) was read as Dynein transport -0.38, TNAP activators 1, b-catenin transl -1.6, MT stabilize HCS 3.3, Ins promoter up -1.1, PMI inhibitors -3%, Hep lipid drop -11, T cell modulator inactive, Myeloid diff 2 inactive, Dynein transport cytoplasmic EGFP -0.22, Dynein transport nuclear GR-EGFP -0.29, Dynein transport cell count 0.89, Ins promoter up cell count 1219, Hep lipid drop cells 6.5 µM 599, b-catenin transl cell count 5 µM 584, T cell modulator vesicle-bound % 7, MT stabilize HCS Hoechst-high % 3.5, MT stabilize HCS cytotoxicity % 6.3 and Myeloid diff 2 GFP+ MAC1+ % 0.2.
